Integrin act MD = activates integrin-mediated alleviation for muscular dystrophy. alpha7betagal myoblasts, beta-gal FDG fluorescence, 48 h. Potency, µM (top dose mostly 38.3 µM), without a hit: at the top dose activation, most hits filed as activators. actives 0.064% (n = 350,000). AID 624291;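 also: potency is read from the fitted curve at half-maximal effect; 100% = response of the positive control SU9516; nearly all actives have a fitted effect of over 60% in size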
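Alpha7betagal+/- myoblasts (passage 13) were plated 16-24 hr, then exposed to compounds (1:260 dilution of DMSO stock) for 48 hours at 37C. After MPER lysis, β-galactosidase reporter activity was read as FDG fluorescence (ex 480/em 540) after 30 minutes.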
BRCA1 expr act = BRCA1 expression activation; MCF7-BRCA1-FFLuc reporter, luminescence, 48 h; response scale: scaled: vehicle 0%, 10 µM genistein 100%; Potency, µM (doses to about 46.1 µM), for inactives: at the top dose activation, most hits filed as activators; actives 1.1% (n = 380,000); also: potency is read from the fitted curve at half-maximal effect; nearly all actives have a fitted effect of over 80% in size; some results filed as inactive show a strong effect at the top dose
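Compounds are tested at multiple concentrations on MCF7 BRCA1-luciferase reporter cells seeded at 2000 per well; after 48 h, a single luminescence end-point is taken and curves fitted to the normalized data.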
USP2a block = USP2a (human) protease inhibition. O75604. USP2 core, Ub-CHOP2 coupled fluorogenic reporter, 485/531. Potency, µM (series often up to 38.3 µM), inactives show at the top dose activity change, negative = inhibition, usual class: inhibitors. actives 0.01% (n = 330,000). AID 463254;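 also: potency is read from the fitted curve at half-maximal effect; plate controls were DMSO wells for no effect and full inhibition by NEM control for full effect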
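Deubiquitinase activity read as fluorescence (485/531 nm) after Ub-CHOP2 cleavage activates the enterokinase reporter on its substrate; USP2 core 10nM, Ub-CHOP2 and substrate 25nM each, 30min compound preincubation then 60min RT; data normalized to NEM, curves fitted.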
p53 reactivator = re-activators of mutant p53; H1299 p53-A138V BP100-luciferase reporter, luminescence, 24 h; Potency, µM (doses to about 92.2 µM), without a hit: at the top dose activity change, positive = activation, actives largely listed as activators; actives 0.063% (n = 320,000); AID 504706; also: potency is read from the fitted curve at half-maximal effect; % of control where 0% means no effect; nearly all actives have a fitted effect of over 45% in size
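p53-null H1299 cells stably carrying temperature-sensitive p53-A138V and a BP100-luciferase reporter were pinned with compounds (4-point, 1:5 series) and held 24 hrs at 37 deg C. Luminescence was read 10 min after detection reagent.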
ELG1 genotox = induces genotoxicity in HEK293T cells with luciferase-tagged ELG1; HEK293T ELG1-luciferase reporter, luminescence, 16 h; AID 504466; Potency, µM (titrated, usually from 46 µM), inactives show top-dose activity change, positive = activation, actives largely listed as activators; actives 1.3% (n = 330,000); also: potency is read from the fitted curve at half-maximal effect; % of control where 0% means no effect; nearly all actives have a fitted effect of over 60% in size
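Screening used a luciferase reporter fused to human ELG1 in HEK293T cells. Luminescence was read on a CCD plate imager after 16 hr exposure and 30 min ONE-Glo incubation.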
S-ASM inh = human S-ASM enzyme inhibition. actives 0.006% (n = 340,000). AID 504937. placental ASM, HMU-PC fluorogenic substrate, 60 min. Potency, µM (titrated, usually from 57.5 µM), without a hit: at the highest dose activity change, negative = inhibition, hits mostly inhibitors; also: potency is read from the fitted curve at half-maximal effect
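Fluorogenic HMU-PC substrate (9 uM final) is turned over by placental ASM in 60 min at 37 C after a 10 min compound preincubation. Reaction ended by alkaline stop (pH 10), with fluorescence read at 386/447 nm.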
TSG101-PTAP inh = blocks PTAP/TSG101 interaction to inhibit HIV-1 budding | Q99816 | 340,000 tested, under 10 active | Potency, µM (titrated, usually from 115 µM), inactives show at the highest dose activity change, negative = inhibition, hits mostly inhibitors | AID 493005 | Fluorescence polarization, FITC-PTAP peptide / Tsg101 binding; active = well fitted inhibition curve with a large enough effect in the main read-out, with a control signal flat, not every such curve was filed as active; inconclusive = small, poorly fitted or top-dose-only effect, or effect the other way, or a change in a side signal; inactive = no such curve, though single readings can be large or run the other way; also: potency is read from the fitted curve at half-maximal effect; % of control where 0% means no effect
Target sequence (Q99816 whole entry, looked up): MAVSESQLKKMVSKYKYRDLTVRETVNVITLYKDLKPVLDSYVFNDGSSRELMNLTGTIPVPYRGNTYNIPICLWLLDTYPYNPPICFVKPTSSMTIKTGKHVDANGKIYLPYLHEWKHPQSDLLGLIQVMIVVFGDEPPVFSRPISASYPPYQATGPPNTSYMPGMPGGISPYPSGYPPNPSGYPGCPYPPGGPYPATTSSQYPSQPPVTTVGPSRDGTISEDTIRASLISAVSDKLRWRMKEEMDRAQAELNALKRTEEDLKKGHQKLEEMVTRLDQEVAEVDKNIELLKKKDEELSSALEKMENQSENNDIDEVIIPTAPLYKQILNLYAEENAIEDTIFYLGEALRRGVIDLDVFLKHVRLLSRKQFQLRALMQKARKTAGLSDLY
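Fluorescence polarization binding of Tsg101 binding domain (10 uM final) to FITC-labeled PTAP peptide (50 nM final) in HEPES pH 7.5 buffer with NaCl, Tween 20, EDTA, TCEP. Compounds added before peptide; binding 20 min at RT.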
uPA generation = cell surface uPA generation inhibition | actives 0.31% (n = 330,000) | cell surface uPA generation assay, qHTS | AID 540303 | Potency, µM (series often up to 38.3 µM), for the others: top-dose activity change, negative = inhibition, hits mostly inhibitors; active = well fitted inhibition curve with a large enough effect; inconclusive = small, poorly fitted or top-dose-only effect; inactive = no such curve, though single readings can be large or run the other way; tested in mouse RAW 264.7 cells; also: potency is read from the fitted curve at half-maximal effect; % is scaled to controls: 0 for no effect and ±100 for the full control effect; nearly all actives have a fitted effect of over 55% in size
Eya2 phos inh = Eya2 (human) phosphatase inhibition. actives 0.006% (n = 330,000). O00167. recombinant Eya2, OMFP fluorescence dephosphorylation (OMFP is methylfluorescein phosphate). Potency, µM (top dose mostly 76.9 µM), for inactives: at the top dose activity, negative = inhibition, usual class: inhibitors. AID 488837; also: potency is read from the fitted curve at half-maximal effect; % is scaled to controls: 0 for no effect and ±100 for the full control effect
Target sequence (O00167 whole entry, looked up): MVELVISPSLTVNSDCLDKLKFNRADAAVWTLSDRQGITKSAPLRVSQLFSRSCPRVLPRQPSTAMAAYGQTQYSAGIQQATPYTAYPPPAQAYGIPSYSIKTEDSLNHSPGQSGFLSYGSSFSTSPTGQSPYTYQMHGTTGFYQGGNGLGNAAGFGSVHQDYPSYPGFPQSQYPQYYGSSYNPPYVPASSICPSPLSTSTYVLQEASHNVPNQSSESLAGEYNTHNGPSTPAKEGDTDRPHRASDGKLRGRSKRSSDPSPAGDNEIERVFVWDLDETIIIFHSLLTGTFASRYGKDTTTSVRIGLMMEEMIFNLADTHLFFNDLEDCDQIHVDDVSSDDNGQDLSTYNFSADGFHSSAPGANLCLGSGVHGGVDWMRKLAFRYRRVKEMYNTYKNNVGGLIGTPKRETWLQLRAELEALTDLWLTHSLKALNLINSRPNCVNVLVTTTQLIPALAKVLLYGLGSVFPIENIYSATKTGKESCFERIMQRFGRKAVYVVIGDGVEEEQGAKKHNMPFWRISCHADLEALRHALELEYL
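Eya2 (0.2 uM) preincubated 10 min at ambient with compound, then OMFP substrate added at 50 uM; 10 min reaction in 50 mM HEPES pH 7.5, 50 mM NaCl, 5 uM MgCl2, 0.05% BSA, 1 mM DTT. Fluorescence read at Ex 485/Em 525 nm.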
B2AR arrestin = recruits beta-arrestin to the human beta2-adrenergic receptor. Potency, µM (series often up to 46.1 µM), inactives show at the top dose activation, usual class: activators. beta-arrestin recruitment to beta2AR, cell-based reporter. AID 492947. actives 0.02% (n = 330,000);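 also: potency is read from the fitted curve at half-maximal effect; 0% = DMSO controls and full agonism = EC100 isoproterenol or metaproterenol; nearly all actives have a fitted effect of over 65% in size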
TRPV1 ag = agonists of human vanilloid receptor 1 (TRPV1); Q8NER1; TRPV1-expressing cells, Fluo-8 calcium influx, agonist mode; activation, % at 8.33 µM; actives 0.19% (n = 320,000); AID 540275; in the data active = activation above about 80%; inconclusive = between about 30% and that limit; also: 0% is about no effect
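Fluo-8 calcium influx in TRPV1-expressing cells, kinetic read (ex 480/em 520 nm). Compound added and read 3 min for agonist activity, followed by capsaicin at EC20 final and 2 min further read for enhancement.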
The depositor's hits bear a star; ? = inconclusive; . = not tested or not shown; [ ] = dose if it differs, or a comment. Unless noted, calls follow the shape of the dose curve; as a rule, active = well fitted curve in the direction sought with a large enough effect; inconclusive = small, poorly fitted or top-dose-only effect, or another doubt; inactive = no such curve, though single readings can be large; an effect the other way counts as inactive or inconclusive.

SMILES	Integrin act MD	BRCA1 expr act	USP2a block	p53 reactivator	ELG1 genotox	S-ASM inh	TSG101-PTAP inh	uPA generation	Eya2 phos inh	B2AR arrestin	TRPV1 ag
Fc1ccccc1COc1ccc2ccccc2c1CNc1nn[nH]n1	-14.1%	-19.1%	0.9%	-5.1%	0.0%	-1.0%	-8.3%	-6.3%	4.2%	-0.1%	0.1
CN(C)c1ccc(C(=S)N2CCN(c3ccccc3)CC2)cc1	6.8%	33.0%	-0.4%	11.0%	1.7%	-9.2%	-0.8%	-0.9%	-3.0%	-0.6%	1.9
O=C(CN1CCN(c2ncc(C(F)(F)F)cc2Cl)CC1)NCCNc1ncc(C(F)(F)F)cc1Cl	1.6%	-89.0%[inhibitor]	1.2%	-0.3%	-10.4%	-26.8%	-6.3%	0.0%	-21.4%	0.0%	13.1
CC(=O)NC(CCS(C)(=O)=O)C(=O)Nc1ccc(C)c(F)c1 (centres undefined)	-18.8%	22.1%	1.5%	2.2%	-0.1%	-2.1%	-1.1%	7.7%	-1.2%	0.4%	-2.7
O=C(CN1C(=O)NC2(CCCC2)C1=O)Nc1cc(S(=O)(=O)N2CCCCC2)ccc1Cl	-5.5%	-17.4%	3.7%	-6.6%	-2.6%	-1.1%	-4.5%	-5.2%	0.8%	-0.1%	.
CN(C)S(=O)(=O)c1ccc(Cl)c(NC(=O)CN2CCN(Cc3ccc4c(c3)OCO4)CC2)c1	-20.3%	-36.0%	-1.0%	-2.1%	-7.6%	1.3%	-9.8%	-7.3%	-11.8%	0.3%	9.0
COc1ccccc1/C=C(/CC(=O)NCc1ccc(F)cc1)c1nc2ccccc2s1	-25.2%	-39.4%	-14.0%	4.3%	-4.4%	3.6%	-0.8%	11.3%	-0.8%	0.3%	?
COc1ccc(Cl)cc1-c1nc(SCC(=O)N(C)CCC#N)n[nH]1	-24.3%	-41.1%	1.0%	-0.9%	-1.8%	3.2%	-2.6%	-3.7%	11.2%	-0.8%	1.1
O=C(Nc1ccc(Cl)c(Cl)c1)c1ccc2c(c1)OCO2	35.1%	?	-3.2%	.	4.61µM*	-1.0%	-6.6%	-3.1%	-10.1%	-0.2%	?
Cc1ccc(S(=O)(=O)N2CCC(C(=O)NNC(=O)C3CC3)CC2)cc1Cl	-5.5%	7.2%	1.5%	-2.7%	0.4%	-1.0%	-2.4%	3.1%	3.7%	0.1%	0.4
CCN1C(=O)[C@@H]2[C@H](C1=O)[C@@H]1CC(C(=O)OC)=C[C@@H](C(=O)OC)C3C1=C(C(=O)C3(CC)CC)[C@@H]2C (some centres undefined)	28.5%	-9.8%	.	.	.	6.6%	-12.3%	-21.0%	.	.	.
COc1ccc2[nH]c3c(c2c1)CCN1C(=O)N([C@@H](C)C(=O)NCCc2ccc(F)cc2)C(=O)[C@]31C	-8.8%	-37.8%	0.8%	.	-3.5%	-0.4%	-0.3%	-8.5%	5.3%	-0.8%	-1.7
N#Cc1nc(-c2ccco2)oc1N1CCN(c2ccccc2)CC1	-1.3%	-2.0%	-0.2%	-18.4%	-0.4%	-13.3%	-8.4%	4.2%	-27.1%	-0.3%	17.3
Cc1cnc(C(=O)OCC(=O)c2ccc(Br)s2)cn1	-2.3%	0.3%	1.6%	-1.8%	1.5%	4.1%	-6.1%	-1.1%	7.7%	0.1%	0.2
Cc1sc(NC(=O)CSc2nnc3scc(-c4ccccc4)n23)c(C#N)c1C	-21.8%[7.66 µM]	-19.2%	-0.5%	-2.2%	19.3%	7.9%	-2.0%	.	14.4%	2.6%	-1.0
CCOC(=O)c1cnn(-c2ccccc2)c1NC(=O)c1cccs1	-8.4%	-2.1%	0.7%	-3.2%	-1.8%	1.0%	-4.5%	1.2%	-6.3%	0.3%	2.1
CN(C)c1ccc(-c2noc(C3CCN(S(=O)(=O)c4cccc(Cl)c4)CC3)n2)cc1	-27.1%[7.66 µM]	-62.2%	1.8%	4.7%	-1.1%	0.0%	-4.7%	.	11.9%	-0.1%	-3.7
COc1ccc(-c2ncncc2-c2ccc(Cl)cc2)c(O)c1	-10.4%	5.5%	-1.0%	-4.0%	-4.7%	-4.3%	-3.7%	3.6%	-7.7%	-0.1%	16.3
COc1cc(N=Nc2c(C)n(C)n(-c3ccccc3)c2=O)ccc1N	-21.4%	-2.8%	0.1%	1.2%	4.9%	-4.5%	-5.3%	-3.5%	-9.5%	-0.3%	4.3
Cc1ccc(NC(=O)C(CC(=O)O)C2CCCO2)c(C)c1 (centres undefined)	15.2%	-4.7%	6.8%	-2.1%	-0.3%	6.3%	-8.0%	2.5%	13.1%	0.0%	-2.3
O=C(O)c1cc2c(cc1Cl)N1CCCCCC1=NS2(=O)=O	-14.0%	26.2%	8.3%	3.6%	0.6%	4.1%	1.1%	-0.9%	2.1%	0.0%	-2.0
COc1ccc(-c2nc(CN3CCN(C(=O)c4ccco4)CC3)c(C)o2)cc1OC	1.3%	2.5%	0.9%	20.6%	2.2%	1.0%	-6.1%	1.9%	0.1%	-0.7%	-2.6
COc1cc(/C=C2\C(=O)N(C)C(=S)N2C)ccc1O	14.0%	-40.1%	2.7%	-20.7%	-2.4%	-3.4%	-5.6%	-2.9%	4.8%	-0.8%	2.5
Cc1ccc(S(=O)(=O)c2nc(S(=O)(=O)c3ccccc3)sc2N2CCN(CCO)CC2)cc1	0.0%	-70.2%	-0.5%	28.5%	-5.6%	-1.4%	-0.3%	-4.9%	-6.9%	0.5%	1.2
COc1nc(NCCN2CCOCC2)nc(Nc2ccc([N+](=O)[O-])cc2)n1	16.8%	-22.1%	5.1%	1.2%	-4.1%	-6.4%	-0.7%	.	-9.7%	0.0%	19.2
CC(=O)C1=C(O)C(=O)N(Cc2cccnc2)C1c1ccc(C(C)C)cc1 (centres undefined)	8.3%	-0.5%	3.7%	-0.9%	2.6%	-0.1%	-7.0%	9.3%	9.0%	-0.7%	-0.9
COc1cc(CNCc2cccnc2)ccc1OCc1ccccc1	-5.7%	43.5%	0.7%	19.4%	-0.2%	0.3%	-1.3%	-1.4%	1.8%	-0.7%	-3.5
CC(C)CNC(=S)NC1CC2CCCC(C1)N2Cc1cccs1 (centres undefined)	1.0%	-4.3%	1.0%	3.3%	-2.5%	4.0%	-1.8%	-14.4%	6.8%	1.0%	0.5
CC/C(=N\NC(=O)c1c[nH]c2ccccc12)c1cccs1	-2.4%	35.6%	1.2%	?	?	-2.5%	-3.7%	-7.8%	0.0%	0.0%	-0.5
CCOC(=O)CC1=NN(c2ccccc2)C(=O)/C1=C\c1ccc(OC)cc1OC	-1.9%	-15.4%	-0.5%	-5.9%	10.1%	-9.3%	-3.8%	-1.6%	1.0%	-0.4%	1.2
Cc1ccc(Oc2nc(-c3cccnc3)nc3ccccc23)c([N+](=O)[O-])n1	-17.1%	-48.9%	1.3%	-1.4%	-4.6%	0.0%	-5.1%	-2.1%	-4.6%	-0.7%	12.1

Full records, looked up by structure. Order of values: Integrin act MD	BRCA1 expr act	USP2a block	p53 reactivator	ELG1 genotox	S-ASM inh	TSG101-PTAP inh	uPA generation	Eya2 phos inh	B2AR arrestin	TRPV1 ag
Entry for Cc1ccc(Oc2nc(-c3cccnc3)nc3ccccc23)c([N+](=O)[O-])n1 → -17.1%	-48.9%	1.3%	-1.4%	-4.6%	0.0%	-5.1%	-2.1%	-4.6%	-0.7%	12.1
Entry for COc1ccc(-c2nc(CN3CCN(C(=O)c4ccco4)CC3)c(C)o2)cc1OC → 1.3%	2.5%	0.9%	20.6%	2.2%	1.0%	-6.1%	1.9%	0.1%	-0.7%	-2.6
Entry for O=C(O)c1cc2c(cc1Cl)N1CCCCCC1=NS2(=O)=O → -14.0%	26.2%	8.3%	3.6%	0.6%	4.1%	1.1%	-0.9%	2.1%	0.0%	-2.0
Entry for Cc1ccc(NC(=O)C(CC(=O)O)C2CCCO2)c(C)c1 (centres undefined) → 15.2%	-4.7%	6.8%	-2.1%	-0.3%	6.3%	-8.0%	2.5%	13.1%	0.0%	-2.3
Entry for COc1nc(NCCN2CCOCC2)nc(Nc2ccc([N+](=O)[O-])cc2)n1 → 16.8%	-22.1%	5.1%	1.2%	-4.1%	-6.4%	-0.7%	.	-9.7%	0.0%	19.2

Bioassay records deposited in PubChem by National Center for Advancing Translational Sciences (NCATS).
